SENP6 inh: SENP6 protease inhibition; Q9GZR1; Recombinant SENP6 catalytic domain, aminoluciferin luminescence; inhibition, % at 10 µM; hit rate 1.8% among 330,000; AID 2599;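 active means inhibition above about 50% at the single tested dose, limit read from the data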;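 further: plate controls were DMSO wells with enzyme for no effect and DMSO wells lacking enzyme for full effect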
SENP8 block: inhibitors of human SENP8 protease; Q96LD8; recombinant SENP8, Nedd8 substrate fluorescence; inhibition, % at 20 µM; hit rate 0.64% among 360,000; AID 602440; in the data active means inhibition mostly above about 40%, no sharp cut-off; inactive means mostly below about 27%
Target sequence (Q96LD8 whole entry, looked up): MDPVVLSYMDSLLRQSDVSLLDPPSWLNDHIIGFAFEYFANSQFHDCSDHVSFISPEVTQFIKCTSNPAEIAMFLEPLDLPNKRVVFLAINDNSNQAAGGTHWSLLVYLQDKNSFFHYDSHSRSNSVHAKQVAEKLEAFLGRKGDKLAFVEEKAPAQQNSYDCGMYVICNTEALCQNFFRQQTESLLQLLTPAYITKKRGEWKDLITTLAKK
MPTP block: inhibitors of mitochondrial permeability transition pore; isolated mouse mitochondria, Ca2+ swelling absorbance, 30 min; inhibition, % at 10 µM; hit rate 1.4% among 360,000; AID 602449;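 active means inhibition of 50% or more, scaled per plate between neutral and stimulator controls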;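 further: 0% = DMSO wells given calcium and 100% = 1 mM EGTA wells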
PfGluPho inh: PfG6PD (Plasmodium falciparum) enzyme inhibition; PfGluPho enzyme, NADPH resazurin-diaphorase fluorescence; inhibition, % at 20 µM; hit rate 0.78% among 350,000;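 active means inhibition reaching at least a set limit at 20 µM in the primary screen, cut at about 59% in these data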;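 further: 0% = DMSO wells with substrate and 100% = DMSO wells lacking glucose-6-phosphate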
SENP7 inh: blocks the human protease SENP7 | recombinant SENP7, Z-RLRGG-aminoluciferin luminescence, 40 min | hit rate 1.5% among 330,000 | Q9BQF6 | inhibition, % at 5 µM;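 active means inhibition above about 50% at the single test dose, limit read from the data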;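 further: plate controls were DMSO with enzyme for no effect and no enzyme buffer wells for full effect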
Target sequence (Q9BQF6 706-1050 limits assumed): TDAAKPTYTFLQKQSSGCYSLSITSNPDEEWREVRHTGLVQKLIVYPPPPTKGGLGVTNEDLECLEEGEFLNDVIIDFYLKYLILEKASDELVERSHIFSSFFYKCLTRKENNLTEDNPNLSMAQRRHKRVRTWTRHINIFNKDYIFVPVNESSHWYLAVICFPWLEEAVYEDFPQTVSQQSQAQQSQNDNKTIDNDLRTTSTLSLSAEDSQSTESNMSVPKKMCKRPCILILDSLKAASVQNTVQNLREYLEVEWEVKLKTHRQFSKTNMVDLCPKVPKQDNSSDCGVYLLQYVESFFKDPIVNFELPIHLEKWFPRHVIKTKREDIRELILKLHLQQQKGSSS
HKDC1 inhibitor: HKDC1 (human) hexokinase inhibition. recombinant HKDC1, G6PDH/diaphorase resazurin coupled fluorescence. inhibition, % at 20 µM. hit rate 0.16% among 340,000. AID 493160;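 active means inhibition above about 35% when tested at 20 µM, limit read from the data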;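 further: plate controls were DMSO wells with enzyme for no effect and DMSO wells lacking enzyme for full effect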
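Material: recombinant HKDC1 hexokinase; Amount: HKDC1 at 5 µg/mL; Medium: Tris pH 8.0 buffer with MgCl2, Tween-20, BSA, BME; Schedule: 90 min reaction incubation at room temperature, dark; Technique: coupled resazurin fluorescence, excitation 525 nm, emission 613 nm.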
NR3A LBD binder: modulates the human NR3A ligand-binding domain; Tm shift relative to glycine control, % at 25 µM; NR3A LBD differential scanning fluorimetry, Tm shift; 0% = protein alone, 100% = glycine-bound protein; hit rate 2.5% among 340,000; AID 1259313;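 active means melting temperature shift of at least 10% of the positive control shift, at one fixed dose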
ATG4B inh: inhibitors of human ATG4B cysteine protease. Q9Y4P1. ATG4B cleavage of LC3-PLA2, NBD-HPC fluorescence, 1 h. inhibition, % at 8.33 µM. hit rate 0.51% among 340,000. AID 504462; in the data active means inhibition above about 40%
Target sequence (Q9Y4P1 whole entry, looked up): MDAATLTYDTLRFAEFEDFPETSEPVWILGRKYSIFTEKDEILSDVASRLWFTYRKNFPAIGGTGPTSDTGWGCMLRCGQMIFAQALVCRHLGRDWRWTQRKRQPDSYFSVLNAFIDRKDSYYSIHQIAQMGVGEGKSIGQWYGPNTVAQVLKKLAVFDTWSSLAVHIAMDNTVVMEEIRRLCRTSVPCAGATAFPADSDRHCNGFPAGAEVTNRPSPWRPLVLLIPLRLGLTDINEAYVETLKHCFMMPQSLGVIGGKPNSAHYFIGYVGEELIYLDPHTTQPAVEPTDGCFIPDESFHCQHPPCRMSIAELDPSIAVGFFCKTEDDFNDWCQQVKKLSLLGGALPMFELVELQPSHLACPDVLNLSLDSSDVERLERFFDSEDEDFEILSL
An asterisk follows results filed as active; nt = no result given.

SMILES	SENP6 inh	SENP8 block	MPTP block	PfGluPho inh	SENP7 inh	HKDC1 inhibitor	NR3A LBD binder	ATG4B inh
COc1ccc(C(=O)NCc2nnc(SCC(=O)c3ccccc3)n2C)cc1OC	-12.3	-2.5	0.1	-10.5	-1.6	0.9	1.1	8.2
CC(=O)Oc1ccc(N2C(=O)c3cccc4c([N+](=O)[O-])ccc(c34)C2=O)cc1	1.9	-300.8	2.9	36.6	21.2	1.2	-0.7	0.7
Cc1ccc([C@H]2C(C(=O)O)=CC[C@@H](c3ccc(C)cc3)N2S(=O)(=O)c2ccccc2C)cc1	14.6	0.8	3.2	-26.0	8.6	4.6	4.7	-3.2
Cc1noc(C(F)(F)F)c1C(=O)NNC(=O)c1cccc(C(F)(F)F)c1	-3.9	-0.9	6.2	-6.5	-1.8	-4.4	-0.7	-4.7
Cc1ccc(NC(=O)CC2Oc3ccccc3NC2=O)c(C)c1 (configuration not stated)	-4.5	5.5	-0.9	5.7	-4.5	-2.8	3.5	-4.5
O=C(O)CCCNC(=O)CC1S/C(=N/N=C/c2ccccc2O)NC1=O (configuration not stated)	0.5	-64.2	-1.2	-28.1	2.8	-25.6	0.9	-2.4
COc1ccc(/C(N)=N/OC(=O)N2CCOCC2)cc1	-0.6	19.2	0.5	8.8	-12.5	-12.2	-2.5	-3.8
Cc1ccc2sc(NC(=O)CN3C(=O)CCC3=O)nc2c1C	-0.1	24.4	-1.1	-10.7	2.4	-0.6	1.4	-2.3
Cc1ccc(S(=O)(=O)N2[C@@H](c3cccc(C)c3)C(C(=O)O)=C[C@H]2CC2CCCC2)cc1	-9.1	9.4	3.4	-35.5	-5.4	5.4	-0.5	4.0
O=C1c2ccccc2-c2ccc(C(=O)N3CCOCC3)cc21	-7.9	16.7	-2.0	0.7	0.0	-2.4	-0.4	-4.5
O=C(COc1ccc2cc(Br)ccc2c1)N1CCCC1	-13.5	8.3	-0.5	7.1	9.3	-0.3	-1.1	-3.0
COCCN1C(=O)N[C@@H](c2cccs2)C(C(=O)OC)=C1C	-0.2	11.9	0.1	-10.9	0.5	1.3	0.7	3.2
CC(=O)Nc1ccc(NC(=O)COC(=O)C2CCC(C(C)(C)C)CC2)cc1 (configuration not stated)	-6.0	13.7	-1.2	14.7	-1.8	-1.0	-3.8	1.1
CC(=O)O[C@@H]1[C@H](OC(=O)CC(C)C)c2c(ccc3ccc(=O)oc23)OC1(C)C	-15.7	-49.0	-2.7	28.4	-9.6	-2.3	1.0	-2.1
O=[N+]([O-])c1cccc(C=NNC(=S)NC23CC4CC(CC(C4)C2)C3)c1	nt	24.9	0.8	1.6	nt	0.5	-2.8	6.2
Cc1oc(-c2cccs2)nc1CNC[C@H]1O[C@@H](n2cnc(C(N)=O)n2)[C@H](O)[C@@H]1O	nt	-5.2	-0.1	-0.3	nt	-4.4	-2.8	0.7
COc1cc2c(cc1OC)C(C)N(C(=O)Cn1ncc3c1-c1ccccc1OC3)CC2 (configuration not stated)	3.3	0.4	0.2	-0.1	-3.9	-5.8	-3.5	-5.5
COCc1nnc(NC(=O)CSc2ccc(C)cc2)s1	-12.7	20.0	2.5	3.0	-0.9	-12.8	-0.3	-5.4
O=C(c1cccc(S(=O)(=O)N2CCOCC2)c1)N1CCN(Cc2ccc3c(c2)OCO3)CC1	0.8	18.5	-0.2	0.2	-16.3	2.7	1.0	-2.5
COc1ccc(S(=O)(=O)N2CCCCC2)cc1C(=O)N1CCCC1	-22.6	4.8	-1.5	-8.1	1.9	-3.7	-0.3	-2.2
Cc1ccc(SCCNC(=O)/C=C/c2ccccc2Cl)cc1	13.4	20.1	41.8	31.4	1.6	0.0	0.4	56.2*
Cc1ccc(S(=O)(=O)N2c3ccccc3NC(=O)C2CC(=O)Nc2ccccc2)cc1 (configuration not stated)	-13.6	8.4	-1.8	-17.3	-12.6	2.1	5.4	-3.8
O=C(Cc1ccc([N+](=O)[O-])cc1)NC1CCCCCC1	10.5	2.0	-0.6	5.8	-7.4	-7.4	-2.5	-3.3
CN(C)c1ccc(/C=N/N=C2/NC(=O)/C(=C/c3ccc([N+](=O)[O-])cc3)S2)cc1	68.8*	4.0	36.8	7.5	34.0	0.0	-3.2	20.6
Cc1nn(-c2ccccc2)c(N)c1C(O)(CSc1nccn1C)C(F)(F)F (configuration not stated)	-13.9	-7.5	0.2	-1.6	-11.5	-3.8	3.4	-14.7
CCc1ccc(NC(=O)CCCn2nc(CC)n3c(cc4occc43)c2=O)cc1	4.3	2.5	1.1	14.0	-5.7	0.1	-9.0	4.8
Cc1csc(NC(=O)c2cc3c(s2)CCC3)n1	90.2*	-77.5	-0.4	25.6	87.0*	-4.3	-2.7	15.5
CCOC(=O)c1c(N2C(=O)C3C4C=CC(O4)C3C2=O)sc2c1CCCC2 (configuration not stated)	-17.6	34.2	-1.1	51.8	5.7	2.0	3.5	-4.2
C/C(=N\NC(=O)c1c(Cl)c(C)nn1C)c1cccc(NC(=O)C2CCCC2)c1	-8.7	10.5	-0.4	-0.3	4.7	1.9	-0.3	-2.7
O=C(/C=C\c1ccccc1OC(=O)c1ccccc1F)c1cc2ccccc2o1	-6.0	11.3	2.5	7.4	7.8	26.4	-5.3	44.6*
CCCCCNC(=O)Cn1c(=O)c2c(ncn2CC(C)C)n(Cc2ccccc2)c1=O	-25.8	0.7	0.4	7.8	3.2	-5.7	0.1	-18.7
O=C(CCSCCc1ccccn1)Nc1ccc(Br)cc1F	-17.7	11.1	-0.5	7.4	-10.6	-2.2	-1.3	-1.6
O=c1cc(-c2ccc(O)c(O)c2)oc2ccc3ccccc3c12	95.4*	-86.9	5.0	-35.1	99.3*	-3.7	24.9*	-21.4
COc1ccc(-n2c(Cc3cc(=O)[nH]c(=O)[nH]3)nnc2SCC(=O)N2CCC(C)CC2)cc1	-8.5	-25.6	-0.5	11.2	-3.9	-4.6	0.9	2.8
CC(=O)Nc1cccc(NC(=O)CSc2ccc(-c3cccnc3)nn2)c1	9.2	6.2	-1.2	12.8	-7.8	6.1	0.0	-8.8
C=CCN1C(=O)C(CC(=O)Nc2ccc(OC)cc2)N(Cc2ccco2)C1=S (configuration not stated)	-6.6	14.5	0.3	17.0	-10.4	-8.5	-4.1	-2.5
Cc1nn2c(N)c(C#N)cnc2c1-c1ccccc1	-11.0	-143.7	2.1	-3.3	-3.6	-5.6	0.9	1.8
O=C(CNC(=O)C1CCCC1)Nc1ccccc1Br	-3.6	5.9	0.3	-8.4	-5.0	-4.7	1.9	1.5
CCOC(=O)C1CCN(S(=O)(=O)c2c(C)noc2C)CC1	-1.6	8.7	-1.2	5.0	-10.5	3.6	-0.6	7.8
Cc1ccc(C2(C)NC(=O)N(CC(=O)N(C)CC(=O)Nc3cccc(F)c3)C2=O)cc1 (configuration not stated)	-1.0	8.0	-0.8	0.8	0.1	-7.7	-1.0	5.8
Cn1c(=O)cc(SCC(=O)N2CCN(Cc3ccc4c(c3)OCO4)CC2)c2ccccc21	-10.2	-27.7	0.9	28.9	-5.9	7.8	1.4	-23.7
CCN1CCN(CC(=O)c2c[nH]c3ccccc23)CC1	-12.6	24.8	-2.7	-5.4	-9.0	-0.3	1.5	2.6
Cc1ccc(C)c(NC(=O)COc2cccc3c2CCN(Cc2ccccc2)C3=O)c1	-7.3	16.1	3.5	8.4	5.1	-4.0	4.3	-19.2
CCOC(=O)C(NC(=O)Nc1ccc(F)cc1F)(Oc1ccccc1)C(F)(F)F (configuration not stated)	1.5	6.5	1.0	8.5	-11.5	-8.9	-2.1	2.1
CC(C)c1ccc(CCNC(=O)c2ccc([N+](=O)[O-])cc2)cc1	-1.3	7.5	42.8	-4.8	-2.9	6.5	-1.3	0.3
CCOC(=O)C1=C(C)Nc2nc3ccccc3n2C1c1ccc(O)cc1 (configuration not stated)	-33.7	-65.1	0.8	-8.8	-2.5	3.1	-0.8	-11.8
CC(C)n1nc(C(=O)Oc2cccc(Cl)c2Cl)c2ccccc2c1=O	10.3	7.5	-1.0	9.2	4.5	17.7	2.4	0.9
CCSc1nnc(NC(=O)[C@@H](NC(=O)c2ccc(C(C)(C)C)cc2)C(C)C)s1	-14.4	9.6	12.8	-5.3	-1.7	-6.4	-1.4	36.0
O=C(NCCS(=O)(=O)N1CCN(c2ccccc2)CC1)C1CC(=O)N(c2ccc(F)cc2)C1 (configuration not stated)	13.7	12.6	-2.3	-2.0	-2.2	0.8	1.2	-4.1
COc1ccc(C2CC(c3ccc(OC)c(OC)c3)=NN2C(=O)c2ccccc2)cc1 (configuration not stated)	0.2	7.0	1.7	-11.8	-4.3	-4.5	1.9	-9.7
COc1ccc(NC(=O)c2cccc(S(=O)(=O)N3CCCCC3)c2)c(OC)c1	-12.2	15.1	-2.2	-0.4	-8.2	-4.0	-0.7	-10.8
CCN1CCn2c1nc(N1CCCCC1)nc2=O	-49.7	27.2	-1.6	-10.9	1.0	1.8	-11.0	7.7

Grouped by structure: the compounds so far with fluorine (seven)
SMILES	SENP6 inh	SENP8 block	MPTP block	PfGluPho inh	SENP7 inh	HKDC1 inhibitor	NR3A LBD binder	ATG4B inh
Cc1noc(C(F)(F)F)c1C(=O)NNC(=O)c1cccc(C(F)(F)F)c1	-3.9	-0.9	6.2	-6.5	-1.8	-4.4	-0.7	-4.7
Cc1nn(-c2ccccc2)c(N)c1C(O)(CSc1nccn1C)C(F)(F)F (configuration not stated)	-13.9	-7.5	0.2	-1.6	-11.5	-3.8	3.4	-14.7
O=C(/C=C\c1ccccc1OC(=O)c1ccccc1F)c1cc2ccccc2o1	-6.0	11.3	2.5	7.4	7.8	26.4	-5.3	44.6*
O=C(CCSCCc1ccccn1)Nc1ccc(Br)cc1F	-17.7	11.1	-0.5	7.4	-10.6	-2.2	-1.3	-1.6
Cc1ccc(C2(C)NC(=O)N(CC(=O)N(C)CC(=O)Nc3cccc(F)c3)C2=O)cc1 (configuration not stated)	-1.0	8.0	-0.8	0.8	0.1	-7.7	-1.0	5.8
CCOC(=O)C(NC(=O)Nc1ccc(F)cc1F)(Oc1ccccc1)C(F)(F)F (configuration not stated)	1.5	6.5	1.0	8.5	-11.5	-8.9	-2.1	2.1
O=C(NCCS(=O)(=O)N1CCN(c2ccccc2)CC1)C1CC(=O)N(c2ccc(F)cc2)C1 (configuration not stated)	13.7	12.6	-2.3	-2.0	-2.2	0.8	1.2	-4.1

Screening data (PubChem)
